High-throughput results (PubChem BioAssay)
uPA generation: blocks generation of uPA at the cell surface; cell surface uPA generation assay, qHTS; AID 540303; 330,000 tested, 0.31% active; Potency, µM (highest dose often 38.3 µM), without a hit: at the highest dose activity change, negative = inhibition, most hits filed as inhibitors; active = well fitted inhibition curve with a large enough effect; inconclusive = small, poorly fitted or top-dose-only effect; inactive = no such curve, though single readings can be large or run the other way; tested in mouse RAW 264.7 cells; note: % is set by controls: 0 for no effect and ±100 for the full control effect; nearly all actives have a fitted effect of over 55% in size
MLL CXXC-DNA inh: blocks binding of human MLL CXXC domain to DNA | Q03164 | MLL-CXXC / FITC-HOXA9 DNA fluorescence polarization | Potency, µM (highest dose often 115 µM), for inactives: at the highest dose activity change, negative = inhibition, usual class: inhibitors | 290,000 tested, 0.037% active | AID 2662; active = well fitted inhibition curve with a large enough effect in the polarisation, with a control signal flat, not every such curve was filed as active; inconclusive = small, poorly fitted or top-dose-only effect, or effect the other way, or a change in a side signal; inactive = no such curve, though single readings can be large or run the other way; the % refers to the polarisation
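Purified MLL-CXXC (added from a 7 uM solution) was preincubated 5 min at ambient with pinned compounds in 50 mM Tris-HCl pH 7.5, 50 mM NaCl, 1 mM DTT, 0.05% BSA. Fluorescein-labeled HOX-A9 DNA (50 nM solution) followed, 30 min, then polarization read.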
p53 reactivator: re-activators of mutant p53; H1299 p53-A138V BP100-luciferase reporter, luminescence, 24 h; Potency, µM (highest dose often 92.2 µM), for inactives: at the highest dose activity change, positive = activation, most hits filed as activators; 320,000 tested, 0.063% active; AID 504706; note: % of control where 0% means no effect; nearly all actives have a fitted effect of over 45% in size
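H1299 (p53-null), stable ts p53-A138V + BP100-Luc; 1000 cells/well, Opti-MEM/10% FBS; cpd 4 pt, 1:5; 24 h, 37 deg C, 5% CO2; detection reagent 10 min RT; luminescence.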
Gal4-VP16 FLuc: inhibits Gal4-VP16 luciferase reporter, ROR gamma counter-screen; Drosophila S2 Gal4-VP16 UAS-luciferase, luminescence, 20 h; Potency, µM (titrated, usually from 53.6 µM), inactives show at the highest dose activity, negative = inhibition, actives largely listed as inhibitors; 310,000 tested, 3.5% active; AID 2546;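 note: Gal4-VP16 expression switched on by copper sulfate through the metallothionein promoter; % is set by controls: 0 for no effect and ±100 for the full control effect; nearly all actives have a fitted effect of over 50% in size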
Rab9 prom act: activates the Rab9 promoter; 320,000 tested, 2.8% active; Potency, µM (doses to about 9.22 µM), for the others: at the highest dose activation, negative = inhibition, most hits filed as activators; Huh7 Rab9 promoter-luciferase reporter, luminescence, 24 h; note: % of control where 0% means no effect; nearly all actives have a fitted effect of over 60% in size
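Luminescence read-out: Huh7 cells stably expressing Rab9-luciferase, treated 24 h with compound at 37 °C, then lysed with luciferase reagent for 10 min at ambient before reading.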
MBNL1 CUG block: MBNL1-poly(CUG) RNA binding inhibition; Q9NR56; TR-FRET MBNL1-His/biotin-(CUG)12 binding, 665/545 ratio; Potency, µM (highest dose often 57.5 µM), without a hit: at the highest dose activity change, negative = inhibition, usual class: inhibitors; 280,000 tested, 0.036% active; AID 2675; active = well fitted inhibition curve with a large enough effect in the signal ratio, with a control signal flat, not every such curve was filed as active; inconclusive = small, poorly fitted or top-dose-only effect, or effect the other way, or a change in a side signal; inactive = no such curve, though single readings can be large or run the other way; the % refers to the signal ratio; note: % is set by controls: 0 for no effect and ±100 for the full control effect
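His-tagged MBNL1 binding to biotinylated (CUG)12 RNA was measured by TR-FRET using terbium anti-His antibody (0.055 ng/ul final) and streptavidin-XL665 (5 nM final). Compounds were titrated 92 nM to 58 uM; 60 min at room temperature.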
FLuc modulator: inhibits or activates purified firefly luciferase, miR-21 counter-screen. P08659. purified FLuc, Km substrates, luminescence inhibition. Potency, µM (highest dose often 57.5 µM), inactives show at the highest dose activity change, negative = inhibition, hits mostly inhibitors. 360,000 tested, 6.9% active. AID 588342;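 note: plate controls were vehicle for no effect and reference inhibitor for full effect; nearly all actives have a fitted effect of over 55% in size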
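Purified P. pyralis luciferase (10nM final) with 10uM D-luciferin and 10uM ATP (Km levels) in 50mM Tris acetate pH 7.5, 10mM Mg acetate, 0.01% Tween-20, 0.05% BSA; qHTS 6-point titration, ~60 µM downward; luminescence read.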
BRCA1 expr act: BRCA1 expression activation | MCF7-BRCA1-FFLuc reporter, luminescence, 48 h; response scale: scaled: vehicle 0%, 10 µM genistein 100% | Potency, µM (doses to about 46.1 µM), inactives show at the top dose activation, usual class: activators | 380,000 tested, 1.1% active | AID 624202; note: nearly all actives have a fitted effect of over 80% in size; some results filed as inactive show a strong effect at the top dose
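48 h compound treatment of MCF7-BRCA1-FFLuc cells (phenol-red free MEM, 37 °C), then 15 min with luciferase substrate and luminescence imaging.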
NPC1 promoter act: activates the NPC1 promoter; Huh7 NPC1 promoter luciferase reporter, 24 h; Potency, µM (series often up to 9.22 µM), inactives show top-dose activation, usual class: activators; 320,000 tested, 2.4% active;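 note: % of control where 0% means no effect; nearly all actives have a fitted effect of over 60% in size; reporter is driven by a mutant NPC1 promoter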
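Luminescence read-out of NPC1 promoter-driven luciferase in stably transfected Huh7 cells; compounds delivered in DMSO and left 24 h at 37C, 5% CO2, qHTS titration format.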
ELG1 genotox: genotoxicity induction in ELG1-luciferase HEK293T cells. HEK293T ELG1-luciferase reporter, luminescence, 16 h. Potency, µM (doses to about 46 µM), without a hit: at the top dose activity change, positive = activation, actives largely listed as activators. 330,000 tested, 1.3% active. AID 504466; note: % of control where 0% means no effect; nearly all actives have a fitted effect of over 60% in size
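HEK293T cells expressing luciferase-tagged ELG1 were treated with compound or DMSO for 16 hr at 37°C. Luciferase activity was then read after 30 min with ONE-Glo at room temperature; rising signal flags genetic stress.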
RORg inh: ROR gamma (mouse) transcription inhibition | Drosophila S2 Gal4-RORgamma UAS-luciferase reporter, 20 h | Potency, µM (titrated, usually from 53.6 µM), for inactives: top-dose activity change, negative = inhibition, usual class: inhibitors | 310,000 tested, 5.4% active | AID 2551; note: % is set by controls: 0 for no effect and ±100 for the full control effect; nearly all actives have a fitted effect of over 60% in size
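A Gal4/UAS one-hybrid system in insect cells: metallothionein-promoter Gal4–ROR gamma fusion plus Photinus luciferase reporter. Copper sulfate 700 uM final, 20 hr ambient incubation, luminescent detection after 10 min with reagent.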
An asterisk follows results filed as active; [ ] = another dose, or the depositor's remark. Unless noted, calls come from the whole dose curve; as a rule, active = well fitted curve in the direction sought with a large enough effect; inconclusive = small, poorly fitted or top-dose-only effect, or another doubt; inactive = no such curve, though single readings can be large; an effect the other way counts as inactive or inconclusive. Potency is the fitted concentration of half-maximal effect.

CC(OC(=O)C1CC(=O)N(Cc2ccco2)C1)C(=O)Nc1ccc(F)cc1Cl (configuration not stated) was read as uPA generation 9%, p53 reactivator 10%, Rab9 prom act 3%, FLuc modulator 2%, BRCA1 expr act 3%, NPC1 promoter act -3% and ELG1 genotox 2%.
Screening COc1cccc(NC(=O)NCc2ccccn2)c1 returned uPA generation -15%, MLL CXXC-DNA inh 3%, p53 reactivator 29%, Gal4-VP16 FLuc -10%, Rab9 prom act 4%, MBNL1 CUG block -1%, FLuc modulator -12%, BRCA1 expr act 27%, NPC1 promoter act -3%, ELG1 genotox 14% and RORg inh 0%.
CC1OC2C(OC1C)N(S(C)(=O)=O)CCN2S(C)(=O)=O (configuration not stated) was read as uPA generation 2%, MLL CXXC-DNA inh -2%, p53 reactivator 2%, Gal4-VP16 FLuc -15%, Rab9 prom act 4%, MBNL1 CUG block -13%, FLuc modulator -2%, BRCA1 expr act -4%, NPC1 promoter act -19%, ELG1 genotox 1% and RORg inh -2%.
For CCCCOC(=O)c1ccc(NC(=S)NC(=O)c2c(Br)c(C)nn2C)cc1 the results were uPA generation -9%, MLL CXXC-DNA inh -2%, p53 reactivator -1%, Gal4-VP16 FLuc 13µM*, Rab9 prom act -8%, MBNL1 CUG block inconclusive, FLuc modulator -2%, BRCA1 expr act -48%, NPC1 promoter act -4%, ELG1 genotox -3% and RORg inh 16µM*.
Screening CCOc1ccc(N(CC(=O)NCc2ccco2)S(=O)(=O)c2ccc(OC)c(OC)c2)cc1 returned uPA generation 6%, MLL CXXC-DNA inh 6%, p53 reactivator -4%, Rab9 prom act 0%, MBNL1 CUG block -3%, FLuc modulator 6%, BRCA1 expr act -18%, NPC1 promoter act -4%, ELG1 genotox -1% and RORg inh -24%[0.365 µM].
For COc1ccc(C(=O)OCC(=O)NC(=O)NC(C)C)cc1OC the results were uPA generation 15%, MLL CXXC-DNA inh -1%, p53 reactivator -1%, Gal4-VP16 FLuc -1%, Rab9 prom act 5%, MBNL1 CUG block -7%, FLuc modulator -1%, BRCA1 expr act -10%, NPC1 promoter act -2%, ELG1 genotox 1% and RORg inh 12%.
COc1ccc(NC(=O)CSCC(=O)NCc2ccco2)cc1 was read as uPA generation -8%, p53 reactivator 4%, Rab9 prom act -3%, FLuc modulator 2%, BRCA1 expr act -16%, NPC1 promoter act -2% and ELG1 genotox 2%.
`COc1cc(-c2nc3ccc4ccccc4c3c3c2CCC3)ccc1O` gave uPA generation 4%, MLL CXXC-DNA inh 1%, p53 reactivator 1%, Gal4-VP16 FLuc 0%, Rab9 prom act 0%, FLuc modulator inconclusive, BRCA1 expr act -13%, NPC1 promoter act 1%, ELG1 genotox 1% and RORg inh -15%[10 µM].
For COc1ccc(Oc2nc(-c3ccccc3)ncc2S(=O)(=O)c2ccccc2)cc1 the results were uPA generation 5%, MLL CXXC-DNA inh -10%, p53 reactivator 2%, Gal4-VP16 FLuc -5%, Rab9 prom act -2%, MBNL1 CUG block inconclusive, FLuc modulator 3%, BRCA1 expr act -14%, NPC1 promoter act -2%, ELG1 genotox 2% and RORg inh -19%.
`CCCC1C(=O)N(Cc2ccccc2)C(=O)CC1C` (configuration not stated) gave uPA generation 2%, MLL CXXC-DNA inh 45%[activator], p53 reactivator -3%, Gal4-VP16 FLuc -2%, Rab9 prom act -1%, MBNL1 CUG block -8%, FLuc modulator -2%, BRCA1 expr act 0%, NPC1 promoter act -4%, ELG1 genotox -2% and RORg inh 1%.
For CCOC(=O)N1CCC(NCCNC(=O)c2cccs2)CC1 the results were uPA generation 2%, MLL CXXC-DNA inh 3%, p53 reactivator -2%, Gal4-VP16 FLuc -2%, Rab9 prom act -2%, MBNL1 CUG block -1%, FLuc modulator 8%, BRCA1 expr act 5%, NPC1 promoter act -4%, ELG1 genotox 6% and RORg inh 0%.
For Cc1cc(NC(=O)c2ccccc2F)ncc1NC(=O)c1cccs1 the results were uPA generation -5%, MLL CXXC-DNA inh inconclusive, p53 reactivator -1%, Gal4-VP16 FLuc 25%, Rab9 prom act 29%, MBNL1 CUG block 1%, FLuc modulator inconclusive, BRCA1 expr act inconclusive, NPC1 promoter act 16%, ELG1 genotox 13% and RORg inh 6%.
Screening Cc1ccc(CN(CC(=O)N/N=C/c2ccco2)S(=O)(=O)c2ccc(C)cc2)cc1 returned uPA generation 11%, MLL CXXC-DNA inh -4%, p53 reactivator 1%, Gal4-VP16 FLuc 11%, Rab9 prom act -1%, MBNL1 CUG block -2%, FLuc modulator 0%, BRCA1 expr act -18%, NPC1 promoter act 0%, ELG1 genotox 2% and RORg inh 44%.
Screening CCCn1nc(CC(=O)O)c2ccccc2c1=O returned uPA generation 4%, MLL CXXC-DNA inh 9%, p53 reactivator 9%, Rab9 prom act 0%, MBNL1 CUG block -1%, FLuc modulator -1%, BRCA1 expr act 6%, NPC1 promoter act -2%, ELG1 genotox 5% and RORg inh -1%[0.365 µM].
CC(=O)Nc1ccc(Oc2ccc(NC(C)=O)c(NC(C)=O)c2)cc1 was read as uPA generation 11%, MLL CXXC-DNA inh -8%, p53 reactivator -1%, Gal4-VP16 FLuc 5%, Rab9 prom act 8%, MBNL1 CUG block -1%, FLuc modulator 1%, BRCA1 expr act 6%, NPC1 promoter act 1%, ELG1 genotox 2% and RORg inh 2%.
For COc1ccc(NC(=O)CCC(=O)Nc2nnc(C(C)C)s2)cc1Cl the results were uPA generation -3%, MLL CXXC-DNA inh 4%, p53 reactivator -26%, Gal4-VP16 FLuc -5%, Rab9 prom act -1%, MBNL1 CUG block -2%, FLuc modulator 3%, BRCA1 expr act -10%, NPC1 promoter act -1%, ELG1 genotox 9% and RORg inh -18%.
Screening COc1ccccc1NC(=O)C1CCN(C(=O)c2ccc(C(C)(C)C)cc2)CC1 returned uPA generation -3%, MLL CXXC-DNA inh -1%, p53 reactivator inconclusive, Gal4-VP16 FLuc inconclusive, Rab9 prom act 27%, MBNL1 CUG block 1%, FLuc modulator inconclusive, BRCA1 expr act inconclusive, NPC1 promoter act 16%, ELG1 genotox 13% and RORg inh inconclusive.
For O=C(NC(C(=O)N/N=C/c1ccccn1)c1n[nH]c(=O)c2ccccc12)c1ccccc1 (configuration not stated) the results were uPA generation 5%, MLL CXXC-DNA inh -11%, p53 reactivator 0%, Gal4-VP16 FLuc -8%, Rab9 prom act -1%, FLuc modulator inconclusive, BRCA1 expr act 0%, NPC1 promoter act -6%, ELG1 genotox 2% and RORg inh 1%.
`COc1ccc2cc3cc(C(=O)NCCN4CCc5ccccc5C4)sc3nc2c1` gave uPA generation 2%, MLL CXXC-DNA inh 2%, p53 reactivator -8%, Gal4-VP16 FLuc -1%, Rab9 prom act 20%, FLuc modulator inconclusive, BRCA1 expr act 55%, NPC1 promoter act 12%, ELG1 genotox -7% and RORg inh -7%[10 µM].
Screening CCC(=O)N(C)CCc1cc2c(c(OC)c1/C=N/NC(=O)c1ccc(Br)cc1)OCO2 returned uPA generation -7%, MLL CXXC-DNA inh 6%, p53 reactivator -8%, Gal4-VP16 FLuc inconclusive, Rab9 prom act 0%, MBNL1 CUG block -13%, FLuc modulator inconclusive, BRCA1 expr act -3%, NPC1 promoter act -2%, ELG1 genotox 0% and RORg inh 24%.
`O=C(c1ccc(NS(=O)(=O)c2ccc(Cl)cc2)cc1)N1CCOCC1` gave uPA generation 0%, MLL CXXC-DNA inh -9%, p53 reactivator 1%, Gal4-VP16 FLuc -13%, Rab9 prom act 0%, MBNL1 CUG block -3%, FLuc modulator 1%, BRCA1 expr act -2%, NPC1 promoter act 2%, ELG1 genotox 4% and RORg inh 32%.
For CC(=O)Nc1cccc(C(=O)Nc2nc(C)cs2)c1 the results were uPA generation 4%, MLL CXXC-DNA inh 17%, p53 reactivator 13%, Gal4-VP16 FLuc -6%, Rab9 prom act 27%, MBNL1 CUG block -6%, FLuc modulator inconclusive, BRCA1 expr act 17%, NPC1 promoter act 17%, ELG1 genotox 3% and RORg inh 5%.
For NC(=O)c1c(NC(=O)Cc2ccccc2)sc2c1CCN(Cc1ccccc1)C2 the results were uPA generation 4%, Gal4-VP16 FLuc -12%, Rab9 prom act 3%, MBNL1 CUG block 77%[activator], FLuc modulator 1%, BRCA1 expr act -3%, NPC1 promoter act -5%, ELG1 genotox 2% and RORg inh inconclusive.
For CCCC(=O)NC(=S)Nc1ccccc1N1CCOCC1 the results were uPA generation 0%, MLL CXXC-DNA inh -5%, p53 reactivator -8%, Gal4-VP16 FLuc inconclusive, Rab9 prom act -5%, MBNL1 CUG block -2%, FLuc modulator 2%, BRCA1 expr act 13%, NPC1 promoter act 0%, ELG1 genotox 0% and RORg inh 11µM*.
Cc1ccc(CN2CC(C(=O)N3CCN(S(=O)(=O)c4ccc(C)cc4C)CC3)CC2=O)cc1 (configuration not stated) was read as uPA generation 3%, p53 reactivator -2%, Rab9 prom act -5%, FLuc modulator 5%, BRCA1 expr act -17%, NPC1 promoter act -1% and ELG1 genotox -3%.

Only part of the results is shown; rates above refer to the full screens.
